SENP8 block – SENP8 (human) protease inhibition. hit rate 0.64% among 360,000. inhibition, % at 20 µM. AID 602440. recombinant SENP8, Nedd8 substrate fluorescence. Q96LD8; in the data active = inhibition mostly above about 40%, no sharp cut-off; inactive = mostly below about 27%
Target sequence (Q96LD8 whole entry, looked up): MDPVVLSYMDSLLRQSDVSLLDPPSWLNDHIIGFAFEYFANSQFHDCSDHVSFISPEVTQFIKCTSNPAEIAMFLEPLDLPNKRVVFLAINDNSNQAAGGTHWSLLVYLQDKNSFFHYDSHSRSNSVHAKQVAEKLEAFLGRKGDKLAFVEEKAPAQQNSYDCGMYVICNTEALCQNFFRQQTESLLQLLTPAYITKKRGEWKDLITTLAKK
PfG6PD inh – PfG6PD (Plasmodium falciparum) enzyme inhibition; PfGluPho enzyme, NADPH resazurin-diaphorase fluorescence; inhibition, % at 20 µM; hit rate 0.78% among 350,000; AID 504690;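 active = inhibition reaching at least a set limit at 20 µM in the primary screen, cut at about 59% in these data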;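 note: 0% = DMSO wells with substrate and 100% = DMSO wells lacking glucose-6-phosphate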
ATG4B inhibitor – inhibitors of human ATG4B cysteine protease; AID 504462; ATG4B cleavage of LC3-PLA2, NBD-HPC fluorescence, 1 h; Q9Y4P1; inhibition, % at 8.33 µM; hit rate 0.51% among 340,000; in the data active = inhibition above about 40%
SENP6 block – blocks the human protease SENP6; Q9GZR1; Recombinant SENP6 catalytic domain, aminoluciferin luminescence; inhibition, % at 10 µM; hit rate 1.8% among 330,000;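 active = inhibition above about 50% at the single tested dose, limit read from the data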;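 note: plate controls were DMSO wells with enzyme for no effect and DMSO wells lacking enzyme for full effect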
Target sequence (Q9GZR1 628-1112 limits assumed): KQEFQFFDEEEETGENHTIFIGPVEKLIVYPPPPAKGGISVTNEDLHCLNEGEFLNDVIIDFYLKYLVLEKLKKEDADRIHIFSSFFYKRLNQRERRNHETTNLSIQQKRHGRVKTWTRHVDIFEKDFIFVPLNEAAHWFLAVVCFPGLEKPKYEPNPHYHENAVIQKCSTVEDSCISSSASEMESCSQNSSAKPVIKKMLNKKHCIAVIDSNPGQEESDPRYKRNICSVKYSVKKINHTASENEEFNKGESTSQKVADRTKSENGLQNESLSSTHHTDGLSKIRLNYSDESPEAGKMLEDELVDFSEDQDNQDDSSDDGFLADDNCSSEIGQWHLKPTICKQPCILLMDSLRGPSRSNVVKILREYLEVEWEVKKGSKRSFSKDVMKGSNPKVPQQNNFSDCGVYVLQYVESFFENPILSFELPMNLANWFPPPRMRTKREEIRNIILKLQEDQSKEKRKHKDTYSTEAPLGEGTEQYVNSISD
hIAP act – increases human intestinal alkaline phosphatase activity; purified human IAP, CDP-Star luminescence, 30 min; stronger effect = higher value; 1 = vehicle-only enzyme, 0 = enzyme-free background; activation factor at 10 µM; hit rate 0.16% among 330,000;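 active = activation factor of the enzyme at least 2-fold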; note: the source names both 10 and 20 µM as test concentration; values of inactives mirror those of a sister screen read the other way
NR3A LBD binder – modulators (binders) of human NR3A ligand-binding domain. hit rate 2.5% among 340,000. AID 1259313. NR3A LBD differential scanning fluorimetry, Tm shift; 0% = protein alone, 100% = glycine-bound protein. Tm shift relative to glycine control, % at 25 µM;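 active = melting temperature shift of at least 10% of the positive control shift, at one fixed dose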
MPTP inh – permeability transition pore inhibition. isolated mouse mitochondria, Ca2+ swelling absorbance, 30 min. inhibition, % at 10 µM. hit rate 1.4% among 360,000;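 active = inhibition of 50% or more, scaled per plate between neutral and stimulator controls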;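 note: 0% = DMSO wells given calcium and 100% = 1 mM EGTA wells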
SENP1 inh – inhibitors of human SENP1 SUMO protease catalytic domain | AID 624204 | hit rate 0.21% among 360,000 | recombinant SENP1 catalytic domain, CyPet-SUMO1-YPet FRET cleavage | inhibition, % at 10 µM;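 active = inhibition at least 30% at 10 µM, raw YFP signal under a set limit, fluorescence ratio 0.5 to 1.5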;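 note: 0% = enzyme with DMSO and 100% = no enzyme wells; some results filed as inactive read as strong as hits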
Target sequence (Q9P0U3 419-644 limits assumed): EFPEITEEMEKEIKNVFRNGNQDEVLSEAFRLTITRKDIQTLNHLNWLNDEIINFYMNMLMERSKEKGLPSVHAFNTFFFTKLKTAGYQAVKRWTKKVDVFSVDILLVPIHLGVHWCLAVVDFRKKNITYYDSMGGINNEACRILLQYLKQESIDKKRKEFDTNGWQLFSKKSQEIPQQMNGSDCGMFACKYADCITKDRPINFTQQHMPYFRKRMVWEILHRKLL
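Assay system – human recombinant His6-tagged SENP1 catalytic domain enzyme · Input – SENP1 enzyme, 20 pM final · Buffer or medium – Tris pH 8 buffer plus EDTA, NaCl, BME, BSA, NP40, catalase · Schedule – 50 min reaction at room temperature · Technique – FRET read of cyan and yellow fluorescence · Control set – no-enzyme wells low, DMSO-plus-enzyme wells high control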
Active calls of the source: *; / = no result given. Hits appear at their usual frequency; overall some 6.7% were active at least once.

SMILES	SENP8 block	PfG6PD inh	ATG4B inhibitor	SENP6 block	hIAP act	NR3A LBD binder	MPTP inh	SENP1 inh
CN1C(=O)/C(=C/c2cc(N=Nc3ccccc3)ccc2O)SC1=S	39*	-10	13	22	0.54	372*	95*	7
O=C(Nc1ccc(Cc2ccncc2)cc1)c1ccc(S(=O)(=O)N2CCCC2)cc1	6	4	-11	-7	0.88	-1	0.0	2
Cc1ccccc1C(=O)N1CCC(C(=O)Nc2ccccn2)CC1	9	-8	-2	-10	1.1	0	0.2	1
CSCCC(NC(=O)c1ccco1)C(=O)NCC(C)(C)N1CCOCC1 (configuration not stated)	21	-12	-4	1	1	-1	-2.0	2
CN1CCc2cccc3c2C1Cc1ccc(O)c(O)c1-3 (configuration not stated)	-32	64*	-7	15	1.1	2	0.3	-12
COc1cc(/C=N/Nc2nc3ccccc3s2)ccc1O	-366	33	-20	85*	1	21*	4.5	-5
COc1ccc(C2=NO[C@@H]3C(=O)N(c4ccc(C)cc4C)C(=O)[C@H]23)cc1OC	6	17	-9	7	0.94	1	4.4	3
COc1ccc(Cc2cc(NCc3ccccc3)c3ncn(C(C)C)c3c2)cc1	12	55	14	-2	1.1	3	0.0	1
COc1ccc(NS(=O)(=O)c2cccc3ccccc23)cc1	19	6	-15	-12	0.97	0	3.9	3
O=C(OCC(=O)N1CCCc2ccccc21)c1cc(Br)ccc1O	-70	-20	3	-15	1	2	-0.5	3
CCN1CCN(C(=O)/C=C/c2ccc(C(C)C)cc2)CC1	13	-3	5	-14	1	-3	-0.3	4
COc1ccc(N(CC(=O)N2CCN(Cc3ccccc3)CC2)S(C)(=O)=O)cc1Cl	-4	2	-4	-20	1	0	0.3	0
COC(=O)Cn1c(C(=O)N2CCCC2)cc2c1C[C@H]1CN(C(=O)c3ccccc3)[C@@](Cc3ccc(F)cc3)(C(=O)OC)[C@@H]21	-32	8	2	-8	0.91	-2	-1.9	-5
N#CC(C(=O)Nc1ccccc1)=C1Nc2ccccc2N1	-59	8	-4	8	1.2	0	-0.7	0
OCCNCc1cccc2ccccc12	12	-10	-3	-8	0.88	0	-0.2	-1
CC(=O)c1ccc(NC(=O)CSc2nccn2CCc2ccccc2)cc1	11	5	-5	8	0.91	2	-0.4	0
Cc1ccc(C(=O)NCCc2ccc(S(N)(=O)=O)cc2)o1	8	-6	-7	10	1.2	0	1.8	0
CCOc1ccc(NC(=O)CSc2n[nH]c(N)n2)c([N+](=O)[O-])c1	16	-2	5	-4	0.91	2	14	2
O=C(NCc1cccs1)c1cnn2cccnc12	-146	-12	20	4	1.1	0	0.3	-1
COC(=O)C1=C(O)/C(=C\c2ccc(CNS(=O)(=O)c3ccccc3)o2)N=C1C	-86	20	-3	-3	1	-1	3.5	-45
COc1ccc(S(=O)(=O)Nc2ccccc2-c2nnn(CC(=O)Nc3ccccc3OC)n2)cc1	10	16	2	14	0.83	-3	13	3
Cc1cc(C)c2nc(NC(=O)c3ccc4c(c3)OCO4)sc2c1	-225	-11	-11	3	1.2	-16	-0.2	-1
COC(=O)c1cc2nc(-c3ccccc3)cc(C)n2n1	-468	23	-5	17	1.2	0	0.4	1
COC(=O)CCC(=O)Nc1ccc(NC(C)=O)cc1	11	-17	-4	-22	1.1	2	0.3	0
O=C(Cn1ncc(Cl)c(Cl)c1=O)N1CCOCC1	9	1	1	-4	0.9	0	-0.1	1
O=C(CCCc1ccccc1)Nc1cccc(C(=O)O)c1	8	-16	1	89*	1.1	0	1.6	1
COc1ccc(NC(=S)NC(NC(=O)c2ccc(Cl)cc2Cl)C(Cl)(Cl)Cl)c([N+](=O)[O-])c1 (configuration not stated)	12	11	16	4	0.8	11*	87*	2
O=C(CNC(=O)OCc1ccccc1)NC(Cc1cnc[nH]1)C(=O)O (configuration not stated)	12	-5	-7	/	/	-3	-0.3	4
CS(=O)(=O)N(CC(=O)Nc1cccc([N+](=O)[O-])c1)c1cccc(F)c1	13	10	7	-7	0.83	-4	0.7	1
CC1CC(C)CN(CCCNC(=O)c2c(O)nc3ccccn3c2=O)C1 (configuration not stated)	-317	-4	2	-26	1	1	-1.7	0
Cc1ccc(S(=O)(=O)NCC(=O)OCC(=O)NCc2ccc(F)cc2)cc1	0	-12	0	0	1	1	0.8	0
CC(C[N+](C)(C)C)OC(N)=O (configuration not stated)	12	9	1	2	0.91	2	1.1	2
CC(C)NC(=O)Cn1c(SCC(=O)N2CCc3ccccc3C2)nc2ccccc21	27	-3	2	13	0.94	1	0.1	-2
COc1ccc(S(=O)(=O)Nc2ccc(S(=O)(=O)N(C)C)cc2)cc1[N+](=O)[O-]	20	-19	-5	2	0.99	-10	1.1	2
O=S(=O)(NCCN1CCOCC1)c1ccc(Cl)c(Cl)c1	19	-13	-6	19	1.1	0	0.1	3
COc1ccc(-c2nc(N3CCC(C)CC3)[nH]c(=O)c2C#N)cc1	-47	-14	5	-9	1.1	-1	1.6	-16
O=C(NCC1CCCO1)c1ccc(NC(=O)c2cccc(Cl)c2)cc1 (configuration not stated)	12	-4	0	-6	0.97	-6	1.9	-3
Cc1cc(C)n2nc(C(=O)N(C)C(c3ccccc3)c3ccccc3)nc2n1	6	7	-9	-1	0.92	-2	-0.7	1
CCOC(=O)c1ccc(N2CCN(c3cc(C)ccc3C)CC2)c(N)c1	-317	28	-2	0	0.94	6	0.4	-1
C[C@H]1CN([C@@H](C)CO)C(=O)CCCn2nncc2CO[C@@H]1CN(C)Cc1ccc(-c2ccccc2)cc1	-5	6	/	/	/	/	-2.1	-2

Quoted from the listing:
Under SENP1 inh, `COc1ccc(S(=O)(=O)Nc2ccccc2-c2nnn(CC(=O)Nc3ccccc3OC)n2)cc1` has 3
Under ATG4B inhibitor, `O=S(=O)(NCCN1CCOCC1)c1ccc(Cl)c(Cl)c1` has -6
Under SENP8 block, `COC(=O)CCC(=O)Nc1ccc(NC(C)=O)cc1` has 11
Under SENP1 inh, `O=C(CCCc1ccccc1)Nc1cccc(C(=O)O)c1` has 1

Reformatted with values under each structure: part of the list above
The line under a structure holds: SENP8 block | PfG6PD inh | ATG4B inhibitor | SENP6 block | hIAP act | NR3A LBD binder | MPTP inh | SENP1 inh
- CN1CCc2cccc3c2C1Cc1ccc(O)c(O)c1-3 (configuration not stated)
  -32 | 64* | -7 | 15 | 1.1 | 2 | 0.3 | -12
- COc1cc(/C=N/Nc2nc3ccccc3s2)ccc1O
  -366 | 33 | -20 | 85* | 1 | 21* | 4.5 | -5

Next structures
SMILES	SENP8 block	PfG6PD inh	ATG4B inhibitor	SENP6 block	hIAP act	NR3A LBD binder	MPTP inh	SENP1 inh
O=C(OCCCN=C1NS(=O)(=O)c2ccccc21)C1CC(=O)N(c2ccc(Cl)cc2)C1 (configuration not stated)	6	-6	-22	12	1	4	1.6	0
COc1ccc(N2CCN(C(=O)CN3C(=O)NC4(CCCCC4C)C3=O)CC2)cc1 (configuration not stated)	11	-11	0	-11	0.89	-1	0.1	1
COc1ccc(/C(C)=N\NC(=O)CSc2nnc(C)s2)cc1	9	1	-1	3	1	2	-0.9	1
CC(=O)N=c1sccn1CC(=O)c1ccc([N+](=O)[O-])cc1	21	-4	-2	4	0.81	-1	-0.6	1
CN1CCN(c2ccc(NC(=O)c3ccc4c(c3)OCO4)cc2)CC1	11	21	-12	-19	1.1	3	0.3	1
N/C(=N\OC(=O)c1ccccc1)c1cccnc1	-7	-12	3	39	1.2	-1	0.3	-1
COc1ccc(OC)c(C2/C(=C(/O)c3ccc(C)cc3)C(=O)C(=O)N2Cc2ccco2)c1 (configuration not stated)	-5	5	-7	5	1.2	-3	8.8	1
O=C(O)CC1(CC(=O)O)Nc2ccccc2SC1=O	12	-19	1	/	/	-1	-3.1	-1
Nc1ncnc2c1ncn2[C@@H]1O[C@H](CNS(=O)(=O)c2cc(S(=O)(=O)c3ccccc3)cs2)[C@@H](O)[C@H]1O	4	16	1	/	/	15*	-0.4	0
Cc1cc([N+](=O)[O-])nn1CC(=O)NCc1cccs1	24	-13	2	-12	0.89	3	-2.0	-1
NC(=O)c1nsc(C(=O)N(c2cccc(F)c2)C(C(=O)NCc2ccccc2)c2ccc(O)cc2)c1N (configuration not stated)	-352	1	13	26	0.89	-10	-0.3	-60
CCCCOC(=O)c1ccc(N=Nc2c(C)c(C#N)c(O)[nH]c2=O)cc1	27	8	-11	11	1.2	-3	25	3
CSCc1cccc(C(=O)OC(C)C(=O)Nc2c(C)n(C)n(-c3ccccc3)c2=O)c1 (configuration not stated)	7	-6	-4	-14	1.1	2	0.6	2
N/C(Cc1ccc(Cl)cc1Cl)=N\OC(=O)c1ccccc1F	13	-4	10	-17	0.96	-28	-0.8	0
CCOc1ccccc1CN1CCNC(=O)C1CC(=O)N(C)Cc1nonc1C (configuration not stated)	-14	-6	3	-6	0.85	-2	-2.1	-6
COc1ccc(NC2CCCN(C(=O)c3ccc4[nH]c(C)c(C)c4c3)C2)cc1 (configuration not stated)	3	10	24	11	0.78	-4	1.1	-3
Cc1nonc1NC(=O)OCCN1CCOC1=O	18	-10	9	1	1.1	1	-1.5	2
Cc1nonc1NC(=O)CSc1cn[nH]n1	9	-7	3	-9	0.97	1	0.6	3
N#CCCN(Cc1cccnc1)S(=O)(=O)c1ccc(S(=O)(=O)NC2CCCCC2)cc1	4	-8	0	-4	0.94	14*	0.7	4
N#Cc1c(NC(=O)CSc2nc(N)cc(=O)[nH]2)sc2c1CCCC2	5	-7	-17	-7	0.93	-3	24	0
CCCCOCCCNC(=O)COc1ccccc1	5	4	-4	4	1.3	2	-0.6	-3
O=C(Cc1ccccc1)Nc1ccc(NC(=O)c2cccnc2)cc1	14	5	-5	-15	0.91	-10	1.8	1
CC(=O)Nc1cc2c(cc1[N+](=O)[O-])-c1ccccc1C2=NO	17	1	-10	/	/	0	-0.9	19
COc1cc2c3c(cccc3c1)C(=O)N(CCN1CCCC1)C2=O	-459	-3	/	/	/	/	0.2	-90
COc1ccc(NC(=O)COc2ccc(C(=O)c3ccc(F)cc3)cc2)cc1S(N)(=O)=O	-4	17	98*	-8	1	-5	1.0	0
Cc1ccc(NS(=O)(=O)c2c(C)[nH]c(=O)[nH]c2=O)cc1F	9	6	-4	-31	0.99	0	0.1	1
O=S(=O)(NCCc1ccncc1)c1ccc(S(=O)(=O)N2CCCCCC2)cc1	16	1	-2	7	1.1	-1	-0.5	0
C/C(=N\NC(=O)c1cccc(S(=O)(=O)N2CCOCC2)c1)c1ccc(O)cc1	11	-2	-4	2	1	0	-1.0	1
CCCCn1c(SCC(=O)Nc2cc(C)on2)nc2ccsc2c1=O	18	4	-13	-2	1.1	4	-1.7	3
CCN(CC)S(=O)(=O)c1ccc2c(c1)c(=O)c(C(=O)N1CCN(c3ccccc3)CC1)cn2C	37	-9	0	2	1	-2	-1.8	1
CCN(CC)S(=O)(=O)c1cccc(C(=O)NCCCn2ccnc2)c1	42*	-7	-4	3	1	0	0.6	2
CC(C)Cc1ccc(C(C)C(=O)OCC(=O)c2c[nH]c3ccccc23)cc1 (configuration not stated)	22	46	2	-22	0.99	23*	-0.8	0
O=C(Nc1c2c(nn1-c1ccc(F)cc1)CSC2)c1ccc(S(=O)(=O)N2CCOCC2)cc1	4	-13	-2	-2	0.96	7	-3.3	2
COc1ccc(C(=O)CN2C(=O)c3ccccc3C2=O)c(OC)c1	14	14	-5	-5	0.95	4	-1.0	1
CCOC(=O)C1C(C(=O)OC)=C(C2=CCCCC2)c2ccccc2N1S(=O)(=O)C(F)(F)F (configuration not stated)	9	24	-10	/	/	3	3.9	3
O=C(COc1ccc(F)cc1Br)NCC1(N2CCCCC2)CCCCC1	-7	-6	-4	4	0.94	0	0.1	-2
CC1CCN(C(=O)c2ccc3c(c2)OCO3)CC1	-6	3	0	-14	0.88	1	-0.5	-2
CN(CC(=O)Nc1ccccc1Cl)C(=O)COC(=O)c1nc(Cl)ccc1Cl	6	-9	5	-12	1.1	2	-1.8	2
Cc1ccc(NC(=O)NC(=O)CSc2n[nH]c(N)n2)c(C)c1	12	-16	1	-15	1.3	-1	-0.2	-1
